Screens from PubChem BioAssay.
EBV LMP1 NFkB: Epstein-Barr LMP1 NF-kappaB reporter inhibition; LMP1-induced NF-kappaB luciferase reporter cells, luminescence; inhibition, % at 12.5 µM; 350,000 compounds, 0.69% hits; in the data active = inhibition above about 41%;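 note: 0% = neutral control wells and 100% = reference inhibitor control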
TLR9-MyD88 inh: inhibitors of human TLR9-MyD88 binding. CHO BLA complementation TLR9-MyD88, CCF4 FRET ratio. AID 504734. inhibition, % at 4.98 µM. 340,000 compounds, 0.21% hits. Q9NR96+Q99836;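 active = inhibition above the mean over all tested compounds plus 3 SD, cut at about 21% in these data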;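 note: 0% = DMSO only wells and 100% = clavulanate BLA inhibitor control wells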
TRAIL sens C8: sensitizes caspase-8 expressing cells to TRAIL | NB7+C8 cells + TRAIL, ATPlite viability luminescence | inhibition (viability loss, TRAIL sensitization), % at 10 µM | 360,000 compounds, 1% hits | AID 624354;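 active = compounds causing at least 50% loss of cell viability in the single-dose screen, relative to plate controls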
TWEAK Fn14 block: blocks TWEAK-Fn14 interaction in a reporter cell assay; TWEAK-stimulated Fn14 reporter cells, luciferase luminescence, 8 h; inhibition, % at 10 µM; 360,000 compounds, 2% hits; AID 1159606; in the data active = inhibition above about 50%
NOD2 RIPK2 PPI: inhibitors of human NOD2-RIPK2 interaction; inhibition, % at 4.98 µM; CHO BLA complementation NOD2-RIPK2, CCF4 ratio; 360,000 compounds, 0.38% hits; in the data active = inhibition above about 21%;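 note: 0% = vehicle only and 100% = reference blocker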
NCOA2 inhibitor: human SRC2 (NCOA2) inhibition | Q15596 | HEK293 GAL4-SRC2 luciferase reporter, luminescence | inhibition, % at 9 µM | 370,000 compounds, 0.17% hits;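 active = inhibition above the mean inhibition of all tested compounds plus 3 SD, set per campaign, cut at about 52% in these data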;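 note: 0% = DMSO treated cells and 100% = cells given Gossypol at 36 µM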
TROY NFkB inh: TROY signaling inhibition; Q293 LMP1-TROYcd NF-kB luciferase reporter, 4 h; 360,000 compounds, 0.98% hits; AID 1347056; inhibition, % at 10 µM;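 active = compounds whose plate-normalised and pattern-corrected inhibition of the luciferase reporter signal at the single screening dose is 50% or more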
NR2F2 inh: inhibitors of human COUP-TFII (NR2F2); AID 686940; HEK293T NGFI-A luciferase reporter, luminescence; 370,000 compounds, 0.7% hits; inhibition, % at 8.6 µM;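 active = inhibition above a per-plate cutoff, mean inhibition of test wells between control levels plus 3 SD, cut at about 38% in these data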;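 note: cells cotransfected with COUP-TFII expression vector driving the NGFI-A reporter; 0% = median of COUP-TF2 test wells and 100% = reporter-only cells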
LRH-1 inv ag: NR5A2 inverse agonism in reporter assay; HEK293T StAR-luciferase reporter, LRH-1 transfected, 24 h; inhibition, % at 3.6 µM; 360,000 compounds, 0.13% hits; AID 602396;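 active = inhibition above the mean inhibition of all tested compounds plus 3 SD, cut at about 73% in these data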;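 note: 0% = DMSO wells and 100% = reporter-only cells lacking LRH-1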
SRC1 inh: inhibitors of human steroid receptor coactivator 1 (SRC1) | inhibition, % at 3.6 µM | 360,000 compounds, 0.12% hits | HEK293 GAL4-SRC1 luciferase reporter, luminescence | Q15788;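 active = inhibition above the campaign mean plus 3 SD, with each screening campaign given its own cutoff, cut at about 60% in these data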;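 note: 0% = DMSO treated cells and 100% = gossypol at 36 µM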
SRC3 inh: inhibitors of human steroid receptor coactivator 3 (SRC3); Q9Y6Q9; HEK293 GAL4-SRC3 luciferase reporter, luminescence; inhibition, % at 3.6 µM; 360,000 compounds, 0.17% hits; AID 588352;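 active = inhibition above a per-campaign cutoff, the mean of all compounds plus 3 SD, cut at about 60% in these data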;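 note: 0% = DMSO-treated cells and 100% = gossypol-treated cells at 36 µM; higher means less SRC3-driven luciferase light from the GAL4 reporter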
Target sequence (Q9Y6Q9 whole entry, looked up, the tested form may be a part): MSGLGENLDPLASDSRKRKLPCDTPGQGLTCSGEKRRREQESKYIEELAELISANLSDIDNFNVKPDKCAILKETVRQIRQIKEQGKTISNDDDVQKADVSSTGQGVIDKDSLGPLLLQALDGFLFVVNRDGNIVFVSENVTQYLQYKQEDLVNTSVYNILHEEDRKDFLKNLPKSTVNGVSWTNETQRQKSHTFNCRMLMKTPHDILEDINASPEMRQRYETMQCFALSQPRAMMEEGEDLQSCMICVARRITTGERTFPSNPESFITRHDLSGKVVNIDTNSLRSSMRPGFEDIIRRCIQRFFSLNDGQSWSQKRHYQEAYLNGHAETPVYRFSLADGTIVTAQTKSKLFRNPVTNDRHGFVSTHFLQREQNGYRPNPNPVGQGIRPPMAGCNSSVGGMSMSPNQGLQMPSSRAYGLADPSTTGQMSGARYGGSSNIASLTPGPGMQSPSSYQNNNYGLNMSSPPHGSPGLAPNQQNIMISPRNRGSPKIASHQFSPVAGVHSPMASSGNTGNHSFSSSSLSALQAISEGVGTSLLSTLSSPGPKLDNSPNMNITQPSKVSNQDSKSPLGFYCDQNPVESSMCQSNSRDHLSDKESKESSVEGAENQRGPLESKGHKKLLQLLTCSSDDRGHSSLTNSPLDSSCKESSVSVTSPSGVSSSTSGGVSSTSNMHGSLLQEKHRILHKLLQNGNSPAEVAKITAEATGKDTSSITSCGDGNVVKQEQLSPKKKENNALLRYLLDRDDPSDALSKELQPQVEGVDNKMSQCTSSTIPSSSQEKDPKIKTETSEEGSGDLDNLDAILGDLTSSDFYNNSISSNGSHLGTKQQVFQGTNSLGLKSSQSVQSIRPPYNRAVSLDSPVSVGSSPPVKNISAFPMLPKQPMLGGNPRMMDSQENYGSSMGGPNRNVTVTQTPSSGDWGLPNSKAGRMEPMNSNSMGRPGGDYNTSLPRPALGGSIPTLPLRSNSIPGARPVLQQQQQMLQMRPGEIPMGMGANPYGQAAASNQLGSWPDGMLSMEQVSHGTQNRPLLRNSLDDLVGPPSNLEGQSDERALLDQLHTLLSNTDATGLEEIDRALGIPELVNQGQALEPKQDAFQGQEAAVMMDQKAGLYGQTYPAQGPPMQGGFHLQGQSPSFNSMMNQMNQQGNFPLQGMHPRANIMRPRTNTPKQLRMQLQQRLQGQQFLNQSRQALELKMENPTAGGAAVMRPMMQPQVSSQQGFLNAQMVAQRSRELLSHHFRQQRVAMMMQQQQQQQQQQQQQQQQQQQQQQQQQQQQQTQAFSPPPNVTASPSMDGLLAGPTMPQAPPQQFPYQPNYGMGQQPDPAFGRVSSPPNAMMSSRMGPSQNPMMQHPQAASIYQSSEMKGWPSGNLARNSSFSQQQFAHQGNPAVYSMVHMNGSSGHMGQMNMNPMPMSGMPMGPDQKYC
Starred values were filed as active, the others as inactive.

How did Cc1c(C(=O)NCc2ccccn2)sc2nc(-c3ccc(F)cc3)cn12 do in these assays?
EBV LMP1 NFkB: -17; TLR9-MyD88 inh: -2; TRAIL sens C8: 1; TWEAK Fn14 block: 8; NOD2 RIPK2 PPI: -7; NCOA2 inhibitor: -43; TROY NFkB inh: -22; NR2F2 inh: 6; LRH-1 inv ag: 26; SRC1 inh: -3; SRC3 inh: 17

What do the screens show for `Cc1ccc(S(=O)(=O)c2c(C)cc(C)[nH]c2=O)c(C)c1`?
EBV LMP1 NFkB: 8; TLR9-MyD88 inh: -2; TRAIL sens C8: -3; TWEAK Fn14 block: 10; NOD2 RIPK2 PPI: -5; NCOA2 inhibitor: -13; TROY NFkB inh: 9; NR2F2 inh: 13; LRH-1 inv ag: -10; SRC1 inh: -9; SRC3 inh: -1

Results for CN(C)C(=O)CNC(=O)C1CCCCC1 ?
EBV LMP1 NFkB: 5; TLR9-MyD88 inh: 2; TRAIL sens C8: -1; TWEAK Fn14 block: 3; NOD2 RIPK2 PPI: -7; NCOA2 inhibitor: 10; TROY NFkB inh: -6; NR2F2 inh: 10; LRH-1 inv ag: 12; SRC1 inh: -35; SRC3 inh: -8

Results for COc1ccccc1C(=O)CSc1cccc[n+]1[O-] ?
EBV LMP1 NFkB: -5; TLR9-MyD88 inh: -6; TRAIL sens C8: -10; TWEAK Fn14 block: -3; NOD2 RIPK2 PPI: -9; NCOA2 inhibitor: 9; TROY NFkB inh: -2; NR2F2 inh: 19; LRH-1 inv ag: 7; SRC1 inh: 3; SRC3 inh: 10

Results for COCCCNC(=O)CN(c1cc(C(F)(F)F)ccc1Cl)S(C)(=O)=O ?
EBV LMP1 NFkB: -3; TLR9-MyD88 inh: -5; TRAIL sens C8: -4; TWEAK Fn14 block: 7; NOD2 RIPK2 PPI: -8; NCOA2 inhibitor: -6; TROY NFkB inh: 6; NR2F2 inh: 10; LRH-1 inv ag: -10; SRC1 inh: -1; SRC3 inh: 1

What do the screens show for `O=C(OC(C(=O)NCc1cccs1)c1ccccn1)c1cccs1` (stereo unspecified)?
EBV LMP1 NFkB: -2; TLR9-MyD88 inh: 10; TRAIL sens C8: -2; TWEAK Fn14 block: 7; NOD2 RIPK2 PPI: -4; NCOA2 inhibitor: 0; TROY NFkB inh: 13; NR2F2 inh: 17; LRH-1 inv ag: 11; SRC1 inh: 6; SRC3 inh: 12

How did O=C(CN1CCN(C(=O)C2CCCO2)CC1)Nc1cc(Cl)ccc1Cl (stereo unspecified) do in these assays?
EBV LMP1 NFkB: -2; TLR9-MyD88 inh: -2; TRAIL sens C8: 7; TWEAK Fn14 block: -9; NOD2 RIPK2 PPI: 4; NCOA2 inhibitor: 4; TROY NFkB inh: 13; NR2F2 inh: 4; LRH-1 inv ag: -28; SRC1 inh: 6; SRC3 inh: 18

How did C/C(=N\NC(=O)c1ccc2c(c1)OCO2)c1cccnc1 do in these assays?
EBV LMP1 NFkB: -8; TLR9-MyD88 inh: -3; TRAIL sens C8: 31; TWEAK Fn14 block: -19; NOD2 RIPK2 PPI: 3; NCOA2 inhibitor: -53; TROY NFkB inh: -30; NR2F2 inh: -25; LRH-1 inv ag: -72; SRC1 inh: -49; SRC3 inh: -38

How did NC(=O)COc1ccccc1/C=C1/SC(=O)N(CC(=O)N2CCc3ccccc3C2)C1=O do in these assays?
EBV LMP1 NFkB: -4; TLR9-MyD88 inh: 7; TRAIL sens C8: -15; TWEAK Fn14 block: -15; NOD2 RIPK2 PPI: 0; NCOA2 inhibitor: 8; TROY NFkB inh: -4; NR2F2 inh: 3; LRH-1 inv ag: 12; SRC1 inh: 5; SRC3 inh: -2

How did CCOCCn1c(N2CCCC2)nc2c1c(=O)[nH]c(=O)n2C do in these assays?
EBV LMP1 NFkB: 7; TLR9-MyD88 inh: -8; TRAIL sens C8: -13; TWEAK Fn14 block: -5; NOD2 RIPK2 PPI: 1; NCOA2 inhibitor: -6; TROY NFkB inh: -13; NR2F2 inh: 3; LRH-1 inv ag: 20; SRC1 inh: 24; SRC3 inh: 8

How did CCNC(=O)N1c2ccc(OC)cc2C(C)=CC1(C)C do in these assays?
EBV LMP1 NFkB: -6; TLR9-MyD88 inh: 0; TRAIL sens C8: -10; TWEAK Fn14 block: -1; NOD2 RIPK2 PPI: 3; NCOA2 inhibitor: 19; TROY NFkB inh: 4; NR2F2 inh: 2; LRH-1 inv ag: -1; SRC1 inh: 11; SRC3 inh: 15

How did Cc1nc2ccccc2n1CC(=O)OCC(=O)NC1CC1 do in these assays?
EBV LMP1 NFkB: 5; TLR9-MyD88 inh: 4; TRAIL sens C8: -10; TWEAK Fn14 block: 20; NOD2 RIPK2 PPI: -3; NCOA2 inhibitor: -28; TROY NFkB inh: -1; NR2F2 inh: 15; LRH-1 inv ag: -7; SRC1 inh: 9; SRC3 inh: 1

What do the screens show for `O=C(O)CSc1nnc(CSc2nc3ccccc3s2)n1-c1ccccc1`?
EBV LMP1 NFkB: -8; TLR9-MyD88 inh: -14; TRAIL sens C8: 10; TWEAK Fn14 block: -2; NOD2 RIPK2 PPI: -5; NCOA2 inhibitor: -19; TROY NFkB inh: 0; NR2F2 inh: -11; LRH-1 inv ag: 5; SRC1 inh: 4; SRC3 inh: 17

Results for CCOC(=O)c1cnn(-c2ccccn2)c1N ?
EBV LMP1 NFkB: -10; TLR9-MyD88 inh: 9; TRAIL sens C8: 3; TWEAK Fn14 block: -1; NOD2 RIPK2 PPI: -1; NCOA2 inhibitor: -59; TROY NFkB inh: -35; NR2F2 inh: -34; LRH-1 inv ag: -92; SRC1 inh: -88; SRC3 inh: -50

Results for CN(CC(=O)Nc1ccc(Cl)c(C(F)(F)F)c1)C(=O)c1ccccc1SCC(=O)N1CCCC1 ?
EBV LMP1 NFkB: 4; TLR9-MyD88 inh: -5; TRAIL sens C8: 18; TWEAK Fn14 block: -10; NOD2 RIPK2 PPI: -7; NCOA2 inhibitor: 20; TROY NFkB inh: 8; NR2F2 inh: 1; LRH-1 inv ag: 2; SRC1 inh: -7; SRC3 inh: 6

Results for C#CCN1N=C(c2ccc(C)cc2)CSC1=O ?
TRAIL sens C8: 7; TWEAK Fn14 block: 1; NOD2 RIPK2 PPI: -9; NCOA2 inhibitor: 8; TROY NFkB inh: -45; NR2F2 inh: 11; LRH-1 inv ag: 9; SRC1 inh: 4; SRC3 inh: 6

How did Cc1ccc(NCCN(C)C)c2c(=O)c3cc(O)ccc3sc12 do in these assays?
EBV LMP1 NFkB: 45*; TLR9-MyD88 inh: -1; TRAIL sens C8: 43; TWEAK Fn14 block: -116; NOD2 RIPK2 PPI: 7; NCOA2 inhibitor: -69; TROY NFkB inh: -76; NR2F2 inh: -94; LRH-1 inv ag: 43; SRC1 inh: 64*; SRC3 inh: 59

What do the screens show for `Cc1ccc(S(=O)(=O)Nc2cc(C(=O)O)ccc2N2CCCCC2)cc1`?
EBV LMP1 NFkB: 0; TLR9-MyD88 inh: 8; TRAIL sens C8: -1; TWEAK Fn14 block: 4; NOD2 RIPK2 PPI: -5; NCOA2 inhibitor: 9; TROY NFkB inh: -6; NR2F2 inh: 23; LRH-1 inv ag: -7; SRC1 inh: -7; SRC3 inh: 0

What do the screens show for `COC(=O)C1=CN(c2ccc(C(C)(C)C)cc2)C(N)=C(C#N)C1c1cccc2ccccc12` (stereo unspecified)?
TRAIL sens C8: 15; NOD2 RIPK2 PPI: -6; NCOA2 inhibitor: -18; NR2F2 inh: -57; LRH-1 inv ag: -21

Results for Cc1ccc(Cl)cc1N1CCN(S(=O)(=O)c2ccc3c(c2)CC(=O)N3C)CC1 ?
EBV LMP1 NFkB: -3; TLR9-MyD88 inh: 3; TRAIL sens C8: -5; TWEAK Fn14 block: 7; NOD2 RIPK2 PPI: 0; NCOA2 inhibitor: -3; TROY NFkB inh: 10; NR2F2 inh: -3; LRH-1 inv ag: 1; SRC1 inh: 14; SRC3 inh: 14

What do the screens show for `CCC(NC(=O)C1CCCC1)c1ccc(C)cc1` (stereo unspecified)?
EBV LMP1 NFkB: -5; TLR9-MyD88 inh: -6; TRAIL sens C8: -7; TWEAK Fn14 block: -6; NOD2 RIPK2 PPI: -15; NCOA2 inhibitor: -36; TROY NFkB inh: -9; NR2F2 inh: 6; LRH-1 inv ag: 8; SRC1 inh: 0; SRC3 inh: -6

What do the screens show for `CCOc1cc(C(=O)NCCN2C(=O)S/C(=C\c3cccnc3)C2=O)cc(OCC)c1OCC`?
EBV LMP1 NFkB: 1; TLR9-MyD88 inh: -9; TRAIL sens C8: 2; TWEAK Fn14 block: 1; NOD2 RIPK2 PPI: -8; NCOA2 inhibitor: 4; TROY NFkB inh: -16; NR2F2 inh: 13; LRH-1 inv ag: -8; SRC1 inh: 10; SRC3 inh: 3

What do the screens show for `COC(=O)c1c(S(N)(=O)=O)c2ccccc2n1C`?
EBV LMP1 NFkB: -3; TLR9-MyD88 inh: 0; TRAIL sens C8: -8; TWEAK Fn14 block: 14; NOD2 RIPK2 PPI: 0; NCOA2 inhibitor: -25; TROY NFkB inh: 3; NR2F2 inh: -3; LRH-1 inv ag: -9; SRC1 inh: 1; SRC3 inh: 0

What do the screens show for `Cc1ccc(-n2ncc3c(NCC4CCCO4)ncnc32)c(C)c1` (stereo unspecified)?
EBV LMP1 NFkB: 2; TLR9-MyD88 inh: -7; TRAIL sens C8: 3; TWEAK Fn14 block: 22; NOD2 RIPK2 PPI: -9; NCOA2 inhibitor: -24; TROY NFkB inh: 5; NR2F2 inh: 3; LRH-1 inv ag: -11; SRC1 inh: -5; SRC3 inh: 7

How did CCc1cc2c(=O)oc(-c3ccc(F)cc3)nc2s1 do in these assays?
EBV LMP1 NFkB: -2; TLR9-MyD88 inh: -2; TRAIL sens C8: -2; TWEAK Fn14 block: 54*; NOD2 RIPK2 PPI: 11; NCOA2 inhibitor: 12; TROY NFkB inh: 9; NR2F2 inh: 21; LRH-1 inv ag: 15; SRC1 inh: 2; SRC3 inh: 4

How did NNC(=O)/C(=C\c1ccco1)NC(=O)c1ccco1 do in these assays?
EBV LMP1 NFkB: -9; TLR9-MyD88 inh: 0; TRAIL sens C8: 2; TWEAK Fn14 block: -17; NOD2 RIPK2 PPI: 7; NCOA2 inhibitor: 30; TROY NFkB inh: 24; NR2F2 inh: -63; LRH-1 inv ag: 26; SRC1 inh: -2; SRC3 inh: 1

How did CC1CC(C)CN(CCCNC(=O)Cn2ncc3c(=O)oc4ccccc4c32)C1 (stereo unspecified) do in these assays?
EBV LMP1 NFkB: -2; TLR9-MyD88 inh: 1; TRAIL sens C8: -8; TWEAK Fn14 block: 10; NOD2 RIPK2 PPI: 13; NCOA2 inhibitor: -15; TROY NFkB inh: -10; NR2F2 inh: -4; LRH-1 inv ag: 5; SRC1 inh: 13; SRC3 inh: 4

What do the screens show for `CCc1nc2c(OCCc3cccc(OC)c3)cccn2c1N(C=O)Cc1ccc(OC)cc1`?
TRAIL sens C8: -23; TWEAK Fn14 block: 10; NOD2 RIPK2 PPI: -3; NCOA2 inhibitor: 17; TROY NFkB inh: -1; NR2F2 inh: -6; LRH-1 inv ag: 21; SRC1 inh: 13; SRC3 inh: 11

An excerpt. The share of hits here may be higher or lower than overall.
